Assay outcomes: PubChem, several laboratories
Rac1 GTP hydrolysis = MgcRacGAP GTPase-activating activity inhibitors, confirmation, biochemical, ADP Hunter fluorescence; MgcRacGAP-stimulated Rac1 GTP hydrolysis, ADP Hunter fluorescence; higher % means a stronger effect; GST-tagged Rac1 F28L mutant substrate; inhibition, % at 30 µM, or IC50 in µM where a hit was titrated; 340,000 compounds, 0.6% hits;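 active = first-screen hits whose inhibition reached a set limit at any dose in the follow-up dose series; inconclusive = inhibition above the set first-screen limit but never retested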;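 note: fluorescence reports GDP produced by GAP-driven GTP hydrolysis; strong numbers were not always called active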
SIAH1 antagonists = blockers of Siah-1 interaction with plectin peptide – biochemical, fluorescence polarization, rhodamine-plectin, uHTS, primary screen (AID 1817); Siah-1 / rhodamine-plectin peptide fluorescence polarization; higher % means a stronger effect; displacement, % at 20 µM; hits with a dose series show IC50 in µM; 290,000 compounds, 0.02% hits;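 active = displacement of at least 50% at 20 µM, with a fluorescence ratio check between 0.3 and a set limit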;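 note: plate controls were Siah plus tracer with DMSO for no effect and tracer alone without Siah for full effect; strong numbers were not always called active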
SV40 large T antigen = TAg ATPase/helicase activity blockers – biochemical (AID 1903); SV40 large T antigen ATPase/helicase inhibition assay; higher % means a stronger effect; 310,000 compounds, 0.39% hits; one-dose inhibition, % at 20 µM; IC50 in µM for titrated hits; in the data active = a potency from the dose series; inconclusive = inhibition mostly from about 32% at the one dose, without a potency; inactive = the rest, 99 in 100 with inhibition below about 32%; note: strong numbers were not always called active
NS5 inhibitors = Dengue-2 NS5 methyltransferase inhibitors, primary screen, biochemical, confirmation dose response (AID 588689); Dengue-2 NS5 methyltransferase capping enzyme assay, biochemical; higher % means a stronger effect; inhibition, % at 25 µM; hits with a dose series show IC50 in µM; 340,000 compounds, 0.3% hits; in the data active = a potency from the dose series; inconclusive = inhibition above about 29% without an active follow-up result
XIAP antagonists = XIAP antagonists, biochemical, IAP family, fluorescence polarization (AID 1018); XIAP BIR domain, fluorescence polarization peptide displacement; higher % means a stronger effect; displacement, % at 20 µM; hits with a dose series show IC50 in µM; 200,000 compounds, 0.007% hits; in the data active = displacement above about 50%; note: a part of the inactive calls stands beside numbers as strong as those of hits
LYP inhibition = inhibitors of LYP phosphatase, biochemical, fluorescence intensity, uHTS (AID 1779) | recombinant LYP phosphatase, fluorescence intensity; higher % means a stronger effect | inhibition, % at 11.5 µM, or IC50 in µM where a hit was titrated | 290,000 compounds, 0.054% hits; in the data active = inhibition above about 50%;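 note: plate controls were vehicle with enzyme for no effect and no enzyme for full effect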
HIV fusion peptide = inhibitors of HIV fusion peptide binding, primary screen, biochemical, uHTS, fluorescence dequenching (AID 1986); 290,000 compounds, 0.3% hits; cell-free peptide binding, fluorescence dequenching, 30 min; higher % means a stronger effect; inhibition, % at 20 µM, or IC50 in µM where a hit was titrated; in the data active = inhibition mostly above about 52%, no sharp cut-off; inactive = mostly below about 76%; note: some results filed as inactive read as strong as hits
RSV antiviral HEp-2 = RSV antiviral activity via CPE protection, HEp-2 cells, primary 10 µM value included (AID 2391) | HEp-2 cells, RSV-induced CPE inhibition; higher % means a stronger effect | CPE inhibition, % at 10 µM, or IC50 in µM where a hit was titrated | 310,000 compounds, 0.13% hits; in the data active = a potency from the dose series; inconclusive = CPE inhibition mostly from about 23% at the one dose, without a potency; inactive = the rest, 99 in 100 with CPE inhibition below about 21%; note: strong numbers were not always called active
AID2073 = inhibitors of Mint1-CaV2.2 protein interaction, biochemical, HTRF (AID 2073) | HTRF protein-protein interaction, Mint1-CaV2.2; higher % means a stronger effect | one-dose inhibition, % at 20 µM; IC50 in µM for titrated hits | 290,000 compounds, 0.19% hits; in the data active = inhibition mostly above about 51%, no sharp cut-off; inconclusive = no clear call, values can overlap the other calls; inactive = mostly below about 53%; note: some results filed as inactive read as strong as hits
NS5 inhibitors pilot replicate = second read-out of NS5 inhibitors, no call of its own (marks repeat the call); inhibition, %; measured here: pilot screen replicate inhibition
Starred values were filed as active, the others as inactive; ? = inconclusive; · = not tested or not shown. Random draw from the library. About 1.7% of those tested had a hit in this group.

SMILES	Rac1 GTP hydrolysis	SIAH1 antagonists	SV40 large T antigen	NS5 inhibitors	XIAP antagonists	LYP inhibition	HIV fusion peptide	RSV antiviral HEp-2	AID2073	others
O=C(CC(=O)NC1CCCCC1)N/N=C/c1ccccc1[N+](=O)[O-]	4%	-1%	5%	-4%	·	-8%	-1.2%	0.6%	12%
COc1ccccc1-c1cnn2c(NCc3ccccc3)cc(C)nc12	8%	-4%	14%	-2%	·	0%	-0.7%	1.2%	21%
CCCCN(CC)C(=O)c1cc2cc3ccc(OC)cc3nc2o1	4%	2%	2%	-2%	-2.6%	-4%	1.9%	21%	23%
Cc1nc(SCc2ccc([N+](=O)[O-])cc2)nc2ccccc12	8%	0%	-4%	-2%	-2.4%	1%	-0.4%	1.7%	0%
O=[N+]([O-])c1ccc(NC(=S)NCC(c2cccnc2)N2CCOCC2)cc1 (configuration not stated)	1%	-4%	13%	·	-5.6%	-2%	-0.4%	0.8%	-14%
Nn1cc(-c2ccccc2)nc1SCC(=O)N1CCN(S(=O)(=O)c2ccc3ccccc3c2)CC1	11%	-4%	7%	0%	-2.0%	-2%	-2.6%	0.5%	3%
Cc1oc(C(C)(C)C)cc1C(=O)Nc1ccc(N2CCOCC2)cc1	16%	5%	7%	-5%	·	1%	-2.0%	2.0%	-1%
COc1ccc(CCNC(=O)c2cnc(Cl)c(Cl)c2)cc1	15%	2%	7%	-4%	·	-6%	-0.9%	1.8%	11%
Cc1cccc(NC(=O)COC(=O)CNC(=O)C2CCCCC2)c1	1%	-4%	4%	-2%	-5.5%	-8%	-0.2%	2.1%	-8%
O=C(c1cc2cc(Cl)ccc2[nH]1)N1CCN(c2ccccn2)CC1	8%	7%	6%	-6%	·	-9%	-1.1%	0.4%	6%
CCCN(C(=O)COC(=O)c1cc(CC)c(C)s1)c1c(N)n(Cc2ccccc2)c(=O)[nH]c1=O	7%	·	12%	-1%	·	·	·	-2.1%	·
CC(=O)Nc1ccccc1OC(=O)N1CCOCC1	-1%	-5%	17%	-2%	-6.3%	-5%	11%	-1.3%	9%
COc1ccc(S(=O)(=O)N(CC(=O)NCC2CCCO2)c2ccccc2)cc1OC (configuration not stated)	9%	0%	24%	-7%	-3.0%	-8%	1.3%	0.1%	-6%
Cc1cc(O)c(C(C)C)cc1NC(=O)c1cccc(Cl)c1	6%	0%	8%	2%	-6.2%	-6%	12%	1.3%	-3%	NS5 inhibitors pilot replicate=1.2
Cc1c(C(=O)O)oc2ccc(S(=O)(=O)N3CC(C)CC(C)C3)cc12 (configuration not stated)	2%	6%	1%	-4%	-14%	2%	1.5%	3.0%	6%
Cc1ccc(S(=O)(=O)N2CCCC2CNC(=O)C(=O)NCc2cccs2)cc1 (configuration not stated)	2%	·	24%	-3%	·	·	·	-0.9%	·
C=CCn1c(C)cc(C(=O)COC(=O)CNC(=O)c2ccccc2)c1C	12%	2%	0%	-3%	-2.6%	-7%	0.4%	1.0%	-4%
COc1ccc(-c2nc3ccccc3s2)cc1NC(C)=O	-8%	-1%	28%	-4%	-1.7%	-7%	0.4%	1.6%	3%
COc1cccc(/C=N/Nc2ncc(C)c(=O)[nH]2)c1OC	6%	2%	-1%	3%	·	-11%	0.3%	0.4%	3%
O=C(COC(=O)c1cccc(N2C(=O)C3CC=CCC3C2=O)c1)c1ccccc1 (configuration not stated)	5%	0%	13%	-4%	·	-9%	0.0%	0.7%	15%	NS5 inhibitors pilot replicate=0.9
COc1cc(C(=O)Oc2cc(N)n(S(=O)(=O)c3ccc(F)cc3)n2)cc(OC)c1OC	17%	3%	11%	-15%	·	-7%	1.0%	0.3%	-1%
Cc1sc2ncn(-n3c(C)ccc3C)c(=O)c2c1C	11%	1%	12%	2%	-5.2%	-6%	-1.2%	1.6%	3%
COc1cccc(-n2cnc3sc(C)c(C)c3c2=O)c1	4%	-2%	29%	-6%	-3.6%	1%	0.0%	3.4%	2%
COc1ccc2cc(C(=O)C3CCCN(C(=O)c4csnn4)C3)ccc2c1 (configuration not stated)	-3%	-2%	7%	-1%	-4.6%	-5%	-0.9%	?	23%
CCOC(=O)c1cccc(NC(=O)c2cnc3ccccc3n2)c1	2%	1%	6%	·	-8.6%	-11%	0.5%	5.5%	4%
Cc1oc2ccc(OC(=O)COc3c(F)c(F)c(F)c(F)c3F)cc2c1C(=O)OC(C)C	5%	6%	16%	-3%	-5.9%	-2%	1.9%	?	0%
Cc1cccc(Nc2nc(-c3cccs3)cs2)n1	18%	-8%	9%	-3%	2.0%	0%	-1.8%	35%	-20%
COc1ccc(C)cc1NC(=O)CSc1ccc(-c2ccccn2)nn1	9%	0%	5%	-6%	·	0%	-1.1%	1.1%	4%
Cc1nnc(SCC(=O)N(CC(C)C)c2c(N)n(Cc3ccccc3)c(=O)[nH]c2=O)n1N	3%	·	13%	7%	·	·	·	1.3%	·
COc1cc(C(=O)NCC(C)C)cc(OC)c1OC	3%	-1%	12%	-8%	-9.1%	-11%	2.7%	0.4%	2%
CCN(CC)C(=O)c1ccc(-c2cccs2)s1	7%	-3%	6%	-8%	·	-7%	-1.2%	0.9%	-6%
N#CCC(=O)NC(=O)NCC1CC1	7%	2%	5%	-5%	-2.3%	-2%	0.7%	1.6%	12%
C[N+](C)(C)CCOP(=O)(O)OP(=O)([O-])OC[C@H]1O[C@@H](n2ccc(N)nc2=O)[C@H](O)[C@@H]1O	2%	-8%	4%	-3%	-7.4%	-6%	1.0%	-1.8%	21%
O=C(CCNC(=O)C1CCN(S(=O)(=O)c2ccccc2)CC1)NCc1ccccc1Cl	6%	14%	9%	-8%	·	-8%	-0.8%	2.4%	4%
COc1ccc(CC(NC(C)=O)C(=O)NC2CCN(C(=O)C3CCCCC3)CC2)c(OC)c1 (configuration not stated)	2%	-3%	16%	-2%	·	-7%	-0.8%	2.3%	9%
Cc1ccc(C)c(OCc2nc3ccc(S(=O)(=O)Nc4c(C)n(C)n(-c5ccccc5)c4=O)cc3[nH]2)c1	3%	-4%	4%	-11%	-14%	2%	-0.9%	0.5%	17%
C=C(C)CNC(=S)NNC(=O)CCn1c2cc(Cl)ccc2c2ccc(Cl)cc21	4%	-4%	7%	-4%	0.0%	2%	6.0%	14%	-10%
COc1ccc(Cl)cc1Nc1nc(-c2cccnc2)cs1	-1%	-1%	8%	-1%	·	-3%	-0.8%	8.0%	0%
CCOC(=O)/C(=N\Nc1ccc(OC)cc1)c1csc(Nc2ccccc2)n1	10%	-1%	4%	-4%	-0.3%	8%	-1.0%	7.8%	-10%
CCn1ncc(C2=NOC(C(=O)NCc3ccc(Cl)cc3)C2)c1C (configuration not stated)	-4%	10%	17%	-4%	-26%	-3%	-3.0%	7.1%	-1%
NS(=O)(=O)c1ccc2nc(NC(=O)Nc3ccccc3F)sc2c1	8%	2%	6%	-2%	·	-5%	5.0%	7.4%	-2%
Cc1csc(NC(=O)Cc2ccccc2[N+](=O)[O-])n1	4%	6%	-3%	-3%	-8.7%	-4%	3.2%	1.7%	-9%
CC(=O)Nc1ccc(S(=O)(=O)NCCC(=O)NNC(=O)c2ccncc2)cc1	7%	·	14%	1%	·	·	·	-1.0%	·
Cc1nnc(NC(=O)C2CCCN2S(=O)(=O)c2ccc(Cl)cc2)s1 (configuration not stated)	0%	3%	1%	-1%	-0.7%	-8%	0.7%	-0.4%	4%
CCc1cc2c(cc3c(=O)n(CC(=O)NCCCN4CC(C)CC(C)C4)ncn32)s1 (configuration not stated)	6%	1%	7%	0%	-2.9%	0%	-2.7%	·	-5%
Cc1ccccc1NC(=S)NC(NC(=O)N(C)C)C(Cl)(Cl)Cl (configuration not stated)	7%	-2%	8%	-9%	-6.6%	-2%	2.1%	0.0%	-10%
COc1ccc(NC(=O)Nc2ccc(N3CCCC3=O)cc2)cc1OC	3%	-1%	4%	-5%	-8.8%	-3%	2.3%	18%	5%
O=C(Nc1ccc2nc3n(c(=O)c2c1)CCCCC3)C(=O)N1CCN(c2ccccc2F)CC1	9%	-3%	4%	-11%	·	0%	-1.6%	14%	8%
CCCC(=O)NCCc1nc2ccccc2n1C	2%	-2%	1%	-6%	-4.1%	-1%	4.3%	1.1%	7%
O=C(NCc1ccc(OC(F)(F)F)cc1)C1CC2Cn3c(nc4ccccc43)C2N1c1ccccc1 (configuration not stated)	5%	1%	14%	-2%	·	-4%	-0.5%	1.2%	-1%
COc1cc(C2NC(=O)NC(C)=C2C(=O)OC2CCCC(C)C2)ccc1O (configuration not stated)	9%	-2%	13%	0%	-9.3%	3%	2.6%	7.9%	6%
Cc1nnc(SCC(=O)Nc2ccc(Br)cn2)[nH]c1=O	2%	1%	7%	4%	-3.1%	2%	-1.2%	1.9%	10%
COc1ccc2nc(Nc3nc(-c4ccncc4)cs3)sc2c1	5%	-3%	7%	-6%	-2.7%	-12%	0.8%	0.0%	48%
Cc1ccc(S(=O)(=O)N2CCC(C(=O)NCCc3ccccc3)CC2)cc1	3%	2%	1%	-2%	-1.5%	-8%	1.4%	3.3%	2%
Cc1ccc(/C=N/Nc2cn[nH]c(=O)n2)o1	7%	1%	14%	-8%	-3.0%	8%	-1.3%	3.4%	-4%
c1ccc(-c2nc3c4ccccc4ccn3c2CN2CCCCC2)cc1	10%	2%	15%	-2%	·	-9%	-1.7%	0.6%	0%
COc1ccc(OC)c(S(=O)(=O)Nc2cc3c4c(c2)CC(=O)N4CCC3)c1	5%	·	4%	2%	·	·	·	-0.2%	·
C/C(=N\NC(=O)c1cccc(N/N=C(\C)c2cc(O)ccc2O)c1)c1cc(O)ccc1O	68µM*	3%	?	-4%	-0.3%	-4%	7.2%	7.9%	8%
O=C(Nc1ccc(N2CCOCC2)cc1N1CCOCC1)c1ncoc1-c1cccc(F)c1	7%	0%	5%	0%	·	1%	-2.4%	5.6%	15%
Cc1ccc(CNC(=O)CCC(=O)Nc2nnc(C(C)C)s2)cc1	4%	-2%	28%	-5%	·	-2%	2.3%	0.1%	4%

Reprinted from the results shown, three compounds:
SMILES	Rac1 GTP hydrolysis	SIAH1 antagonists	SV40 large T antigen	NS5 inhibitors	XIAP antagonists	LYP inhibition	HIV fusion peptide	RSV antiviral HEp-2	AID2073	others
Cc1nnc(NC(=O)C2CCCN2S(=O)(=O)c2ccc(Cl)cc2)s1 (configuration not stated)	0%	3%	1%	-1%	-0.7%	-8%	0.7%	-0.4%	4%
CCc1cc2c(cc3c(=O)n(CC(=O)NCCCN4CC(C)CC(C)C4)ncn32)s1 (configuration not stated)	6%	1%	7%	0%	-2.9%	0%	-2.7%	·	-5%
Cc1ccccc1NC(=S)NC(NC(=O)N(C)C)C(Cl)(Cl)Cl (configuration not stated)	7%	-2%	8%	-9%	-6.6%	-2%	2.1%	0.0%	-10%
